# Screens as filed in PubChem.
# VLA-4 inh = inhibition in a human VLA-4 binding assay; P13612; VLA-4 expressing cells, ligand binding flow cytometry; inhibition, % (about 7 µM as worked out from the volumes in the protocol); 0.2% of 330,000 active; AID 2557; in the data active means inhibition above about 50%
# Efflux pump mplx = inhibitors of Candida antifungal efflux pumps expressed in yeast; inhibition, % at 10 µM; 0.44% of 330,000 active; S. cerevisiae Candida pump triplex, Nile Red efflux;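 active means plate passing quality check with inhibition over a set limit, or well fluorescence over plate mean plus 4 SD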;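 further: Nile Red retained in pooled yeast measured as flow cytometry median fluorescence; 0% = buffer negative control and 100% = Enniatin B positive control; higher means more Nile Red kept so more efflux inhibition; some compounds called inactive have numbers as strong as hits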
# MEX-5 binding = C. elegans MEX-5 TCR-2 RNA binding activity. AID 1832. MEX-5/FITC-TCR2 RNA binding, fluorescence polarization; active compounds read low. 0.38% of 300,000 active. Q9XUB2. activity score (negative = inhibition of binding), % at 10 µM;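 active means inhibition past about -25% in most replicates, and total fluorescence under double the plate's negative control median, limit read from the data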;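 further: 0% = DMSO and -100% = 5 µM competing unlabeled TCR2 RNA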
# Target sequence (Q9XUB2 whole entry, looked up): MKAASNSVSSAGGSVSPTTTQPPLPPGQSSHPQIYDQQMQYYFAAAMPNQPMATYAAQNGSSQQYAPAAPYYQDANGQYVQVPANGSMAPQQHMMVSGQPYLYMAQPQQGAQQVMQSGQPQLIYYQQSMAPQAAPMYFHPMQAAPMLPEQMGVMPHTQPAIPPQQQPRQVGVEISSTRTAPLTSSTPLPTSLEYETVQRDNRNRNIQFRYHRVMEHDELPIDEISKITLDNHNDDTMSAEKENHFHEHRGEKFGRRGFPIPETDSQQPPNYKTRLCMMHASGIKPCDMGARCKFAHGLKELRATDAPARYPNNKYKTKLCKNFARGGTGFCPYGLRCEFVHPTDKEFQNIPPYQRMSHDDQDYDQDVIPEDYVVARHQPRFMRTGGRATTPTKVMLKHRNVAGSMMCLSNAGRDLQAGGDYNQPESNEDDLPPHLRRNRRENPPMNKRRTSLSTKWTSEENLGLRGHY
# MCL1-BIM inh = MCL1-BIM-BH3 interaction inhibition (human). GST-MCL1 / FITC-Bim-BH3 fluorescence polarization. inhibition, % at 10.9 µM. 0.68% of 320,000 active. AID 2057;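 active means inhibition above the mean inhibition of all tested compounds plus 3 SD, set per campaign, cut at about 40% in these data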;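 further: 0% = DMSO wells and 100% = unlabeled Bim-BH3 peptide control; higher means more loss of mP so more displacement of Bim peptide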
# Fam108B inh = Fam108B inhibition, counter-screen for RBBP9 inhibitors. recombinant Fam108B, FP-Rh probe fluorescence polarization. inhibition, % at 9.51 µM. 0.33% of 300,000 active. AID 1947;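 active means inhibition above the screen mean inhibition plus 3 SD, computed separately per campaign, cut at about 18% in these data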;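 further: inhibitors lower polarization as less probe binds the enzyme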
# GLD-1 TGE inh = GLD-1-TGE RNA interaction inhibition (C. elegans); Q17339; purified GLD-1 + fluorescein TGE RNA, fluorescence polarization; inhibition, % at 5.96 µM; 0.44% of 320,000 active;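 active means percent inhibition above a per-plate cutoff, the plate mean of test compounds plus 3 SD, cut at about 30% in these data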;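 further: 0% = DMSO wells with GLD-1 and probe and 100% = wells lacking GLD-1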
# Target sequence (Q17339 whole entry, looked up): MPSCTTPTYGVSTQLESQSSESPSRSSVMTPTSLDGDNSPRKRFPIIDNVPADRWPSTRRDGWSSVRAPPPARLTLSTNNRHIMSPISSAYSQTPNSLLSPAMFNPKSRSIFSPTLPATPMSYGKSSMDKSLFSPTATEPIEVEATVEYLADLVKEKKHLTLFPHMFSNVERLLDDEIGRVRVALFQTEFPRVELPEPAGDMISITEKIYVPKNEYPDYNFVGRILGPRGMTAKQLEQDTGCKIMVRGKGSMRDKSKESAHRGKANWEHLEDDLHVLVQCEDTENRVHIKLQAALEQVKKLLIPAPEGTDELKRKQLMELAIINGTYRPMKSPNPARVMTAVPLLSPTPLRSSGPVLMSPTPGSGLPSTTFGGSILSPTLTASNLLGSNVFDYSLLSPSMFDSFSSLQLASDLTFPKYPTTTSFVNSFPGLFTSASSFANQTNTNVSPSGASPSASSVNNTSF
# PME-1 primary = PME-1 (human) inhibition | Q9Y570 | recombinant PME-1, FP-Rh probe fluorescence polarization | inhibition, % at 5.9 µM | 0.53% of 320,000 active;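 active means inhibition above the campaign mean of all compounds plus 3 SD, cut at about 26% in these data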;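 further: competitive labeling of PME-1 active site by serine hydrolase directed probe; 0% = PME-1 with DMSO and 100% = wells lacking PME-1 enzyme; inhibitors block probe labeling so polarization falls and inhibition rises; many of its hits are not listed in these tables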
# GRK2 inh = blocks RNA aptamer binding to human GRK2; P25098; bead flow cytometry, FAM-aptamer displacement from GRK2; inhibition of aptamer binding, % at 10 µM; 0.59% of 330,000 active;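 active means inhibition of aptamer binding above 40%, roughly 3 SD of noise, on plates passing a quality check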;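 further: median bead fluorescence of bound FAM aptamer so fluorescent compounds give negative values; no value below 0 was filed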
# BCLXL inh = blocks human Bcl-xL binding to Bim BH3 peptide. 0.7% of 320,000 active. inhibition, % at 10.9 µM. AID 2129. GST-Bcl-xL / FITC-Bim BH3 peptide fluorescence polarization. Q07817;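 active means inhibition above the mean of all tested compounds plus 3 SD, cutoff set per campaign, cut at about 30% in these data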;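 further: 0% = DMSO wells and 100% = unlabeled Bim-BH3 peptide competitor; inhibitors lower millipolarization by displacing the labeled peptide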
# Active calls of the source: *; x = not tested or not shown.
SMILES,VLA-4 inh,Efflux pump mplx,MEX-5 binding,MCL1-BIM inh,Fam108B inh,GLD-1 TGE inh,PME-1 primary,GRK2 inh,BCLXL inh
Cc1ccc(C(=O)NCC2CCCO2)cc1N1CCCC1=O (stereo not given),30,0.1,-0.3,3,3,1,3,2,4
CC(C)C(=O)NC(=S)Nc1ccc(S(=O)(=O)N(C)C)cc1,-10,0.1,1.6,11,0,4,1,0,7
O=C(O)c1ccc(-n2c(=O)c3ccccc3c3ccccc3c2=O)cc1,4,-0.1,0.8,-3,0,-2,-3,4,9
CCCn1c(N2CCN(CC(=O)Nc3ccc4c(c3)OCCO4)CC2)nc2ccccc21,20,0.0,-0.4,4,-6,-2,-1,0,5
CCN(CC(=O)Nc1ccc(OC)cc1)C(=O)c1ccccc1Sc1ccccc1C#N,2,0.0,1.7,4,4,6,1,0,0
Cc1ccc(CNC(=O)c2ccc(NS(=O)(=O)c3cccs3)cc2)cc1,-1,-0.2,1.1,-4,-3,-6,4,0,1
Cc1ccc(Cn2nnc3c(=O)[nH]c(C4CCCN(C(=O)Nc5ccc(F)cc5F)C4)nc32)cc1 (stereo not given),-7,-0.1,2.2,4,-3,2,6,5,5
CCOC(=O)c1c(NC(=O)CSc2n[nH]c(N)n2)sc(CC)c1C,20,0.0,0.1,1,5,7,-3,3,0
Brc1ccc(OCc2ccccc2)c(CNCc2ccncc2)c1,5,-2.6,2.0,5,-2,1,-3,0,1
O=C1CSC(c2ccccn2)N1c1ccc(Cl)c(Cl)c1 (stereo not given),1,0.0,0.8,1,0,-2,8,2,2
CCc1ccc(S(=O)(=O)NCCOc2cccc3cccnc23)cc1,4,0.1,-0.2,1,-1,-2,6,2,-3
Cn1c(SCC(=O)Nc2nc3c(s2)CCCC3)nnc1-c1ccccc1,-1,-0.1,-0.2,-1,0,-2,9,0,0
CC1OC(Nc2ccc(OC(F)(F)F)cc2)C(O)C(O)C1O (stereo not given),7,0.2,-0.7,3,0,2,-2,1,2
CCCN(CC1CC1)C(=S)Nc1ccccc1F,7,0.0,-1.0,9,0,-5,-1,2,8
S=c1[nH]c2cnccc2n1Cc1ccccc1,1,0.0,1.7,-20,-3,0,-1,0,-14
CCOc1ccc(C(C)=O)cc1CSc1nc(C)cc(C)n1,4,0.0,0.3,0,4,1,-5,0,5
CN1CCN(S(=O)(=O)c2ccc(Sc3nnc(-c4cccs4)n3-c3ccccc3)nc2)CC1,8,0.0,2.0,-19,0,-8,8,4,-7
Cc1cccc(N=Nc2c(C)[nH]n(C(N)=S)c2=O)c1C,1,0.1,0.8,2,6,1,-2,0,4
COc1ccccc1CN(C)CC(=O)Nc1ccc(Cl)cc1C(F)(F)F,-25,-0.1,0.3,0,-2,6,-7,0,11
CC(=O)Nc1ccc(NC(=O)CCCNC(=O)c2ccc(Cl)cc2)cc1,-3,0.1,-1.0,-14,0,-2,-2,3,-15
O=C(COC(=O)/C=C/c1ccc(Cl)cc1)Nc1cccc(S(=O)(=O)NC2=NCCCCC2)c1,19,0.2,x,x,x,3,x,0,x
NC(=O)CC(NC(=O)Cc1cccc2ccccc12)c1ccc(NCCOc2ccccc2)c([N+](=O)[O-])c1 (stereo not given),-8,0.1,-0.4,-2,-24,-26,-25,2,-7
N#Cc1ccccc1COC(=O)c1cc(=O)c2ccccc2o1,-2,-0.1,1.2,-3,0,0,-6,0,0
CCCCN(C(=O)c1ccc([N+](=O)[O-])o1)c1c(N)n(CC(C)C)c(=O)[nH]c1=O,-4,0.1,-28*,39,-4,37*,-6,0,34*
COc1cccc(C(C)NC(=O)C2CCCO2)c1 (stereo not given),8,-0.1,0.0,12,3,3,1,0,3
CCc1ccc(-c2cnc3ccccc3n2)cc1NC(=O)CNC(=O)c1ccccc1,1,0.3,2.1,0,-1,6,-4,0,3
C/C(N)=C(/C#N)C(=O)COC(=O)CSc1ccccc1,4,0.4,1.1,-4,-2,7,1,0,-3
Cc1cccnc1NC(=O)COc1ccc2c(c1)CCC2,3,0.0,-2.8,-6,-1,7,-4,2,-1
O=C(CCN1C(=O)[C@H]2CC=CC[C@H]2C1=O)NCc1nc(-c2ccc(Cl)cc2)no1,14,0.1,0.8,4,0,7,-4,2,9
O=C(O)CSC1CC(=O)N(c2ccc(Cl)c(Cl)c2)C1=O (stereo not given),2,0.0,-2.0,14,-2,2,-1,0,8
O=C(CNS(=O)(=O)c1ccc(Cl)cc1)N/N=C/c1ccco1,-7,-0.2,1.3,-1,-1,2,0,0,0
O=C(COc1cccc(Br)c1)N/N=C/C(=O)c1ccccc1,22,0.3,1.9,4,-4,-4,-3,0,2
OCC(CBr)(CBr)CBr,9,-0.2,x,8,x,3,-7,4,4
CCCn1c(N)c(C(=O)CN2CCN(S(=O)(=O)c3cccc(Cl)c3)CC2)c(=O)[nH]c1=O,23,0.2,x,x,x,5,x,3,x
Cc1ccc(C(C(=O)NCC2CCCO2)N(Cc2ccccc2)C(=O)c2ccc(-c3ccccc3)[nH]2)o1 (stereo not given),0,-0.1,2.0,-2,2,5,1,0,2
O=C1CN(S(=O)(=O)c2cc(Br)ccc2Br)CCN1,-6,0.1,x,x,x,2,x,3,x
Cc1nc2ccccc2cc1C(=O)N(C)Cc1ccccc1,13,0.3,-1.1,7,4,7,8,2,1
O=C(Nc1ccc(F)c(Cl)c1)C1CCCCC1,14,-0.1,x,1,-2,-2,3,0,-2
CC1(c2ccccc2)NC(=O)N(CC(=O)Nc2cc(S(=O)(=O)N3CCOCC3)ccc2Cl)C1=O (stereo not given),9,0.4,-0.1,1,1,7,8,3,-3
CCOC(=O)C1CCCN(C(=O)c2ccc3nc(-c4cccc(OC)c4)oc3c2)C1 (stereo not given),-11,-0.1,0.2,-7,-5,5,1,0,6
Cc1cc(C)n(C(C)CC(=O)N2CCc3ccccc32)n1 (stereo not given),4,0.1,2.1,-6,1,-1,-9,4,2
O=S(=O)(Nc1nc2c(s1)CCCC2)c1ccc(F)cc1,-3,0.0,0.2,5,4,1,3,3,5
CCc1ccccc1N(CC(=O)NC1CCCCC1)C(=O)CCC(=O)Nc1ccccn1,17,0.3,-0.7,9,-4,-7,0,0,3
CC(/C=N/NC(=O)c1cc(-c2ccc(C)o2)[nH]n1)=C\c1ccccc1,-14,0.0,0.4,11,-12,0,-22,0,1
Cc1nn(Cc2cccc(Oc3ccccc3)c2)c(C)c1NC(=O)NC12CC3CC(CC(C3)C1)C2,22,4.9,0.4,-1,4,2,0,4,7
CNc1cc(N2CCN(S(=O)(=O)N(C)C)CC2)ccc1[N+](=O)[O-],-1,-0.1,-0.6,-4,8,-2,2,73*,6
CC(C)(CNC(=O)Cc1ccc(Cl)cc1Cl)N1CCOCC1,-1,0.3,3.8,5,4,3,-1,5,2
CCOC(=O)c1c(-c2ccc(-c3ccccc3)cc2)csc1NC(=O)CNCCN(C)C,23,2.6*,18,15,1,-5,5,0,5
COc1ccc(-c2cc(-c3ccc(Cl)cc3)c(C#N)c(SCC(=O)O)n2)cc1,-14,0.3,-3.8,11,-14,6,-8,7,24
O=C(CCc1cn2ccccc2n1)NC1CCCc2c1cnn2-c1ccccc1F (stereo not given),-93,-0.1,-0.6,-6,-2,2,-3,0,1

# New compounds follow:
SMILES,VLA-4 inh,Efflux pump mplx,MEX-5 binding,MCL1-BIM inh,Fam108B inh,GLD-1 TGE inh,PME-1 primary,GRK2 inh,BCLXL inh
CCN(C(=O)c1cc2ccccc2oc1=O)c1ccccc1,7,-0.1,0.7,-3,-1,-2,9,0,2
Cc1nc2ccccc2c2oc(C(=O)N3CCc4ccccc4C3)cc12,-33,-0.3,0.8,3,-2,0,5,1,4
O=c1c([N+](=O)[O-])cccn1Cc1cccc(Cl)c1,4,0.5,0.5,1,-3,-7,4,0,6
Oc1ccccc1/C=N/NC(=S)NCCc1ccccc1,8,-0.1,1.0,x,x,x,x,0,x
CCOc1ccc(Nc2nc(N)nc(CN3CCN(c4ccccc4F)CC3)n2)cc1,8,-0.1,2.1,4,3,8,-1,0,3
Cc1cc(S(=O)(=O)NC2CCCCC2)ccc1OCC(=O)NCc1ccccn1,-2,0.1,0.0,13,13,4,-1,0,0
Cc1cc2c(n1-c1ccc(C(=O)O)cc1)CCCCC2,8,0.3,-62*,x,x,x,x,68*,x
C/C(=C\C(=O)c1ccccc1)Nc1ccc(Br)c(Cl)c1,x,0.2,2.9,7,-2,4,-4,0,0
CCn1c(C(C)NC(=O)c2ccccc2C)n[nH]c1=S (stereo not given),-3,-0.1,0.7,0,-2,5,3,3,3
CCOC(=O)C1=C(C)Nc2nnnn2C1c1ccc(OC)c(Br)c1 (stereo not given),-2,-0.1,2.3,0,0,12,1,2,-5
CC(C)CCOc1ccc(C2(C)NC(=O)N(CN3CCOCC3)C2=O)cc1 (stereo not given),-7,0.1,-1.5,0,-6,-3,1,1,-2
O=C1CC(N2CCC(c3nc4ccccc4s3)CC2)C(=O)N1Cc1ccccc1 (stereo not given),3,0.0,1.0,3,0,0,5,2,8
COc1ccc(-c2nc(=S)[nH][nH]2)cc1OC,2,0.3,-0.1,1,-4,-6,0,0,1
CCCCN(CC)CCCNC(=O)c1cc2c(-c3ccc(OC)c(OC)c3)nn(C)c2s1,7,0.2,3.3,9,-1,-4,3,0,4
O=S(=O)(NCCc1csc(-c2cccnc2)n1)c1ccc(Cl)s1,-17,-0.1,0.9,5,4,7,-2,0,10
COc1cc(NC(=O)CCn2c(=O)oc3ccccc32)cc(OC)c1OC,5,-0.1,-0.7,11,2,0,6,1,5
CCNS(=O)(=O)c1ccc(NC(=O)Nc2cc(C)ccc2OC)cc1,25,-0.1,-0.9,-3,5,0,-7,18,2
COc1ccc(S(=O)(=O)N2CCSC2c2ccc(N)cc2)cc1 (stereo not given),10,-0.3,1.2,3,5,4,5,1,3
CN(C)S(=O)(=O)c1ccc(N2CCN(S(=O)(=O)c3ccc(F)cc3)CC2)c(Cl)c1,3,0.0,2.8,-2,-4,-6,4,1,1
CCC1CCCCN1C(=O)c1sc2ncnc(N(CC)CC)c2c1C (stereo not given),3,-0.1,0.7,3,-1,-2,3,0,4
CS(=O)(=O)N(CCC#N)Cc1ccco1,-3,-0.3,1.7,8,2,6,-6,2,1
COc1ccc2nc(SCC(=O)Nc3ccccc3C#N)[nH]c2c1,-3,0.0,-14,-6,-1,4,-3,0,1
Cc1ccc(S(=O)(=O)Nc2cccc(C(=O)NCC(C)(C)N3CCOCC3)c2)cc1F,11,-0.1,-0.2,-1,-1,3,-1,1,4
O=C1CC(c2ccccc2)Cc2nc3ncnn3cc21 (stereo not given),15,0.0,1.2,10,-1,8,0,0,-3
O=C(CNC(=O)Cc1ccccc1)NCC(=O)N1CCN(C(c2ccccc2)c2ccccc2)CC1,-18,0.0,0.7,4,5,-3,-3,0,4
CCn1c(SCC(=O)N2CCCC2)nc2ccccc21,15,0.1,-2.8,-18,-3,-3,0,2,-14
COc1cccc(OC)c1C(=O)OCC(=O)N(c1ccccc1)C1CCCCC1,-17,0.3,x,4,x,1,-8,2,3
COc1cccc(N(CC(=O)NCCN2CCOCC2)S(=O)(=O)c2ccccc2)c1,5,0.0,1.4,3,0,-5,-3,0,7

# Only part of the results is shown (hit frequency here may not be typical).
